Compound activity as filed in PubChem BioAssay.
ARNT TACC3 PPI: disrupts binding between human ARNT and TACC3; Q9Y6A5; AlphaScreen His-ARNT PAS-B/GST-TACC3 binding, luminescence; TACC3 fragment carries E629A point mutation; inhibition, % at 9.99 µM; 390,000 compounds, 0.66% hits; AID 623870;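 active = mean inhibition of replicates at least 50% and at least half of replicates each reaching 50%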;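 also: 0% = complete ARNT plus TACC3 wells and 100% = ARNT alone without TACC3; many hits fall short of the cut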
Cneo AK release: Cryptococcus neoformans lysis via adenylate kinase release; lysis activity, % at 15 µM; C. neoformans lysis, adenylate kinase release luminescence, 4 h; normalised: neutral wells 0, clomiphene wells 100; 360,000 compounds, 0.2% hits; AID 651654;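 active = mean lysis activity across replicates of at least 80%, whatever share of replicates individually reach that level; inactive = mean lysis activity below 80%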
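Assay system: C. neoformans cells. Amount: yeast cell density of 5 × 10^6 cells/mL. Technique: AK luminescence. Buffer or medium: YPD. Times: static 4 h at 37 °C with compound, 1 h detection. Dosing: single-point compound dose. Read-out: lysis from increased AK signal.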
PglD inh: PglD (C. jejuni) enzyme inhibition | purified PglD enzyme, DTNB colorimetric CoA detection | inhibition, % at 12.5 µM | 360,000 compounds, 0.098% hits | AID 602405; in the data active = inhibition above about 16%, passing the limit was not always enough; also: strong numbers were not always called active
PAX8 inh HTS: lowers PAX8-driven luciferase in RMG-I cells. RMG-I TPO-luciferase reporter, SteadyGlo, 24 h. inhibition, % at 12.6 µM. 360,000 compounds, 1.2% hits. AID 652154;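 active = mean replicate inhibition at least 60% with every replicate also reaching 60%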;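 also: luciferase light reporting Pax8 driven TPO promoter activity; plate controls were median of neutral control wells for no effect and mitoxantrone controls for full effect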
C2C12 statin: suppressors of simvastatin-induced myotoxicity in C2C12 myotubes. ATP luminescence, 48 h; scaled: DMSO 0, geranylgeraniol control 100. rescue of ATP level, % at 7.49 µM. 330,000 compounds, 0.78% hits. AID 602340;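 active = mean ATP rescue above about 67%, or every replicate alone reaching that limit, limit read from the data, passing the limit was not always enough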;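 also: myotubes were challenged with 10 µM simvastatin during compound exposure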
GSIS activator: GLuc luminescence reporter in INS-1E cells, primary screen for activators of glucose-dependent secretion of insulin | AID 743287 | activation, % at 16.6 µM | 370,000 compounds, 0.61% hits | INS-1E GLuc reporter insulin secretion, 2-3 h;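 active = lowest replicate activation of at least 40%, so every replicate reaches that level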;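 also: 0% = median of neutral control wells and 100% = median of IBMX positive control wells; some compounds called inactive have numbers as strong as hits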
LGR2 antag: inhibitors of bursicon-induced Drosophila LGR2 receptor cAMP signaling; HEK293 LGR2, CRE-luciferase, bursicon-stimulated, 4 h; inhibition, % at 9.99 µM; 380,000 compounds, 0.35% hits; AID 720647;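 active = drop in luminescence signal, shown as inhibition above about 50% in the replicate tests, limit read from the data, passing the limit was not always enough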;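 also: agonist challenge used bursicon conditioned medium at about half maximal strength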
PGC1a acetyl inh: modulators of PGC1a acetylation; inhibition, % at 15.6 µM; 350,000 compounds, 0.17% hits; U2OS PGC1a acetylation, AlphaScreen anti-acetyl-lysine; with virally co-expressed GCN5 acetyltransferase;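 active = every replicate shows inhibition of at least 40%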;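 also: 0% = neutral control wells and 100% = positive control wells; some results beyond the cut were filed as inactive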
Active calls of the source: *; nt = not tested or not shown; & = joins results of further samples.

SMILES | ARNT TACC3 PPI | Cneo AK release | PglD inh | PAX8 inh HTS | C2C12 statin | GSIS activator | LGR2 antag | PGC1a acetyl inh
CC1=C/C(=N\NC(=O)c2cccs2)CC(C)(C)C1 | 1 | nt | nt | -14 | nt | 8 | -4 | nt
CCN(CC(=O)Nc1ccc(NC(C)=O)cc1)C(=O)c1ccccc1CCc1ccccc1 | 3 | -3 | -1 | -5 | -5 | -5 | 26 | nt
C#CCOCCOCCOCCNc1nc(N2CCN(C(=O)[C@H](CO)n3cc([C@@H](N)C(C)C)nn3)CC2)nc(N2CCN(C(=O)[C@H](CCCCN)n3cc([C@@H](N)[C@H](C)CC)nn3)CC2)n1 | 15 | 1 | -3 | -1 | 0 | nt | 12 | nt
O=C(NCC1CC1)Nc1cccc(Cl)c1 | -24 | -1 | -1 | -25 | -2 | 11 | -10 | 5
CCOP(=O)(OCC)c1ccc2c(c1)C(=O)c1ccccc1CC2 | 6 | -1 | 0 | -18 | 25 | 6 | -20 | -5
COc1ccc(-c2oc3ccccc3c2C(=O)OCc2ccccc2)cc1 | -4 | 1 | -7 | -35 | 12 | 15 | -42 | -5
COc1ccc(C2c3ccc(O)cc3Oc3ncn(CCN4CCOCC4)c(=N)c32)cc1OC (stereo not drawn) | 5 | 2 | -2 | 13 | 4 | 12 | -14 | 4
CCOC(=O)C1CCCc2c1[nH]c1c(C(=O)O)cccc21 (stereo not drawn) | -9 | -1 | -5 | nt | -6 | nt | nt | -2
CN1C(=O)c2cc(NC(=O)c3ccc(F)c(F)c3)ccc2OC[C@@H]2O[C@H](CC(=O)N3CCCCC3)CC[C@H]21 | -22 | -3 | -2 | -7 | 9 | -10 | -1 | -2
O=C(CSc1nnnn1C1CCCCC1)Nc1nc2c(s1)CCCC2 | 4 | 7 | -4 | nt | 10 | nt | nt | -5
CCCCC1(O)CC(C(F)(F)F)=NN1C(=O)COc1ccccc1 (stereo not drawn) | -6 | 1 | -3 | nt | 12 | 10 | 6 | 2
O=C(CSc1nc2ccccc2c(=O)n1CCCN1CCOCC1)Nc1ccc(F)c(Cl)c1 | 0 | 3 | 6 | 24 | 0 | -43 | 2 | 0
Cc1nnc(SCC(=O)Nc2ccc([N+](=O)[O-])cc2)n1CC1CCCO1 (stereo not drawn) | -8 | 2 | -1 | -6 | 5 | -5 | -7 | nt
CN1CCN(NC(=O)c2cn(-c3ccccc3)nc2-c2cccs2)CC1 | 4 | nt | nt | -12 | 0 | -13 | -1 | 8
COc1cccc(C(=O)Nc2cccnc2)c1 | -6 | nt | nt | -15 | nt | 8 | -13 | nt
COc1ccc(Cc2c(Cl)ncnc2Cl)cc1 | -3 | nt | nt | 2 | nt | 29 | -1 | nt
CCOc1cc(/C=C2\SC(=S)N(NC(=O)c3cccnc3)C2=O)ccc1O | nt | 2 | -5 | 11 | nt | -8 | 24 | 20
Brc1ccc(CSc2ccc3nnc(-c4cccnc4)n3n2)cc1 | -3 | nt | nt | 11 | nt | -2 | 36 | 3
O=C(NCCc1ccccn1)C(F)(F)C(F)(F)C(F)(F)C(F)(F)C(F)(F)C(F)(F)C(F)(F)C(F)F | -4 | 3 | 2 | nt | -11 | -18 | 15 | -27
O=C(COC(=O)c1ncc(Cl)c(Cl)c1Cl)NC(=O)NCc1ccccc1 | -3 | 0 | 9 | -11 | 1 | 2 | 14 | -9
O=C(CC1CC1)N1CC[C@@H]2[C@@H](CO)Nc3ccc(-c4ccccc4)cc3[C@@H]21 | 6 | 16 | -2 | -20 | 15 | -22 | 2 | -14
CCCN1[C@@H]2c3ccc(-c4ccccc4OC)c(=O)n3C[C@@H]2[C@@H](CO)[C@@H]1C(=O)OC | 1 | -1 | -1 | 9 | -22 | 10 | -6 | nt
CCN(CC)C(=O)CC(c1cc(OC)c(OC)c(OC)c1)c1c(OC)cc(OC)c2ccc(=O)oc12 (stereo not drawn) | 15 | 0 | -4 | -142 | 1 | -20 | -21 | nt
O=C(Nc1ccc2c(c1)OCCO2)c1cccc(Cl)c1 | -4 | -8 | -2 | -197 | -3 | -7 | -44 | nt
CC(=O)N1[C@H](CO)[C@@H](c2ccccc2)C12CN(S(=O)(=O)c1ccccc1)C2 | nt | nt | nt | -11 | nt | 13 | 1 | 7
COc1cc(COCC(O)CN2CCN(Cc3ccc4c(c3)OCO4)CC2)cc(OC)c1OC (stereo not drawn) | 2 | nt | nt | -4 | nt | 4 | 5 | nt
Cc1ccc(NC(=O)c2cc(=O)[nH]c3ccc(S(=O)(=O)N4CCOCC4)cc23)cc1 | 0 | -1 | -4 | -2 | 5 | 16 | -11 | 3
COc1ccc(Cc2nnc(NC(=O)CSc3ccc(C)cc3)s2)cc1OC | -2 | 2 | -2 | nt | 14 | -7 | -9 | nt
CCCS(=O)(=O)N1CCCC(C(=O)Oc2ccc(C)c(C)c2)C1 (stereo not drawn) | -10 | -2 | -2 | 23 | -2 | -10 | 5 | -5
CCOc1ccccc1Nc1nc(-c2cccnc2)cs1 | 4 | 8 | -2 | -15 | -33 | 11 | -9 | -14
O=C(Nc1ccc2nc(-c3ccc4nc[nH]c4c3)[nH]c2c1)c1cccs1 | -1 | 4 | 0 | 68* | -13 | nt | nt | -5
CCOc1ccc(/C=N/NC(=O)c2ccc(Cn3cc([N+](=O)[O-])cn3)o2)cc1 | 22 | 1 | 6 | -28 | -1 | nt | nt | 10
COc1ccc(N(CCC#N)C(=O)/C(C#N)=C/c2cccs2)cc1 | 11 | nt | nt | 8 | nt | -3 | 12 | 12
S=c1[nH]nc(C2CCCCC2)n1/N=C/c1ccc(Br)cc1 | -2 | -4 | 5 | 4 | -4 | 9 | 2 | 15
CCCN(Cc1nnc(-c2ccccc2Cl)o1)C(=O)c1cccc(S(=O)(=O)N2CCOCC2)c1 | 2 | -5 | -1 | -2 | -1 | -17 | 19 | nt
c1ccc2c(c1)ncn2-c1ccc(-c2ccnc(-c3ccncc3)n2)cc1 | -5 | 0 | -1 | nt | 12 | nt | nt | 1
COc1ccc(CN(C)C[C@H]2Oc3ccc(NC(=O)CCCCCC(=O)Nc4ccccc4N)cc3CC(=O)N([C@H](C)CO)C[C@H]2C)cc1 | 1 | 1 | 1 | nt | 44 | 4 | -9 | 2
CCC(C)[C@H](NC(=O)NCc1ccc(Cl)cc1)C(=O)OC (stereo partly drawn) | 30 | 1 | 2 | nt | 7 | nt | nt | 12
O=C(CN(CC1CCCO1)C(=O)CNS(=O)(=O)c1ccc(F)cc1)NCCc1ccccc1 (stereo not drawn) | -5 | 0 | 1 | -2 | 14 | 3 | 7 | nt
O=C1CC(=C(c2ccccc2)c2ccccc2)C(=O)N1CCN1CCN(c2cccc(Cl)c2)CC1 | 1 | 1 | -3 | nt | -7 | nt | nt | -11
C[C@@H]1CN([C@@H](C)CO)C(=O)Cc2cc(NS(=O)(=O)c3cccs3)ccc2O[C@H]1CN(C)C(=O)Nc1cccc2ccccc12 | 15 | 0 | 0 | 7 | 51 | -19 | 4 | -3
O=C(Nc1ccccc1Cl)NC1(C(=O)N2CCC(O)CC2)CCCCC1 | -3 | 1 | 0 | 1 | -25 | 24 | 18 | -6
Cc1[nH][nH]c(=O)c1/C=N/N1CCOCC1 | 10 | 2 | -1 | 12 | 1 | -5 | -3 | nt
Cc1ccc(S(=O)(=O)N(CC(=O)NCc2ccncc2)Cc2ccccc2F)cc1 | -6 | -1 | 1 | 6 | 1 | -13 | -2 | 14
COc1cc(C2NC(=O)NC(C)=C2C(=O)OC2CCC(C)CC2)ccc1O (stereo not drawn) | -2 | 3 | 7 | -6 | 5 | nt | 1 | 6
CN(CC(=O)Nc1cc(Cl)cc(Cl)c1)Cc1cccs1 | -6 | 5 | -2 | 2 | -2 | 9 | 0 | nt
O=C(Nc1ccccc1)c1cc(C2CCCCN2C(=O)OCc2ccccc2)on1 (stereo not drawn) | nt | -1 | -5 | 9 | 4 | -1 | 17 | 14
CCN1C(=O)/C(=C\C(=O)c2cccs2)c2cc(Br)ccc21 | -6 | nt | nt | -6 | nt | 15 | 1 | 1
O=C(Nc1ccc2c(c1)nc1n2CCCCC1)c1cc(S(=O)(=O)N2CCOCC2)ccc1Cl | -4 | -2 | 6 | nt | nt | nt | nt | -2
N/C(Cc1nc(-c2ccc(F)cc2)cs1)=N\O | 3 | -3 | 8 | -34 | nt | -16 | -20 | 15
Cc1nnc2ccc(-c3ccc(NC(=O)c4ccco4)cc3)nn12 | 10 | nt | nt | -41 | nt | 12 | -10 | nt
CCOC(=O)C1CCN(c2nc(-c3ccc(Br)cc3)nc3ccccc23)CC1 | 0 | nt | nt | -16 | nt | 8 | 1 | 6
C[C@H](CO)N1C[C@H](C)[C@H](CN(C)Cc2ccc3c(c2)OCO3)Oc2c(NC(=O)Nc3ccccc3)cccc2C1=O | 3 | 4 | 7 | 4 | 6 | 5 | -2 | -5
O=C(NC1CC1)c1ccc2nc([C@H]3C[C@H](O)[C@@H](CO)O3)[nH]c2c1 | nt | 5 | -5 | -12 | 2 | 3 | 15 | 9
COc1cc(/C=C/c2ccc3cccc([N+](=O)[O-])c3n2)ccc1OCC(=O)O | 41 | -7 | -4 | -12 | 7 | 18 | 1 | 16
CCOc1cc(S(=O)(=O)NCc2cccnc2)c(C)cc1C | -5 | nt | nt | -16 | nt | nt | 33 | 1
CCCCC(=O)NCCNc1nc2c(c(=O)n(C)c(=O)n2C)n1Cc1ccc(F)cc1 | 7 | 1 | 3 | 18 | nt | 24 | nt | nt
C[C@H](CO)N1C[C@H](C)[C@@H](CN(C)S(=O)(=O)c2ccc(F)cc2)OCc2cnnn2CCCC1=O | 1 | 0&-1 | 0&1 | -7&0&1 | -5&-22&9 | 3&9 | 1&-1 | -8&9&8
CC(C)NS(=O)(=O)c1ccc(OCC(=O)Nc2ccc(F)cc2F)cc1 | 4 | 1 | 2 | nt | 37 | nt | nt | -3
COc1cccc(NC(=O)N(C)C[C@@H]2Oc3ncc(/C=C/c4ccccc4)cc3C(=O)N([C@@H](C)CO)C[C@H]2C)c1 | 9 | -3 | -1 | 10 | 35 | -6 | 0 | 4

One compound at a time (already shown). Screens in order: ARNT TACC3 PPI	Cneo AK release	PglD inh	PAX8 inh HTS	C2C12 statin	GSIS activator	LGR2 antag	PGC1a acetyl inh
Record of COc1cc(/C=C/c2ccc3cccc([N+](=O)[O-])c3n2)ccc1OCC(=O)O → 41	-7	-4	-12	7	18	1	16
Record of CCCCC(=O)NCCNc1nc2c(c(=O)n(C)c(=O)n2C)n1Cc1ccc(F)cc1 → 7	1	3	18	nt	24	nt	nt

Next part:
SMILES | ARNT TACC3 PPI | Cneo AK release | PglD inh | PAX8 inh HTS | C2C12 statin | GSIS activator | LGR2 antag | PGC1a acetyl inh
C[C@@H]1CCCCO[C@@H](CN(C)S(C)(=O)=O)[C@@H](C)CN([C@H](C)CO)C(=O)c2cc(NS(=O)(=O)c3cccs3)ccc2O1 | -5 | -7 | 4 | nt | nt | 17 | -22 | 1
COc1cccc(NC(=S)N2CCN(Cc3ccccc3)CC2)c1 | -3 | nt | nt | 1 | nt | -12 | 4 | nt
CCOC(=O)N1CCN(C(=O)CSCC(=O)Nc2nc(-c3ccc(-c4ccccc4)cc3)cs2)CC1 | 1 | -2 | 2 | -3 | 8 | -48 | 51* | nt
C[C@@H]1CN([C@@H](C)CO)C(=O)Cc2cc(NC(=O)Cc3cn(C)c4ccccc34)ccc2O[C@H]1CN(C)C | 4 | -1 | -2 | 7 | 0 | -15 | 4 | 0
CN(C)c1ccc(/C=N\NC(=O)c2cccc3cc[nH]c23)cc1 | 1 | nt | nt | 4 | -20 | 4 | -85 | -7
CC(C)(C)CC(=O)Nc1ccc(S(=O)(=O)NC2=NCCCCC2)cc1 | 3 | 8 | -5 | 7 | -2 | nt | 6 | 5
